Assay outcomes deposited in PubChem by several laboratories.
LMPTP block – LMPTP phosphatase inhibitors, primary screen, biochemical, fluorescence intensity, uHTS. AID 651560, 2012. inhibition, % at 20 µM. hit rate 0.22% among 360,000. recombinant LMPTP-A, OMFP fluorogenic substrate. Low molecular weight phosphotyrosine protein phosphatase (Homo sapiens), P24666;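 active = compounds that cut the enzyme signal by at least half of the control window in the single-dose screen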;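 note: plate controls were DMSO wells with enzyme plus substrate for no effect and substrate without enzyme for full effect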
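test system = LMPTP-A | amount = 0.625 nM LMPTP-A final | reagent = fluorogenic phosphatase substrate OMFP at 400 µM final | incubation = 50 min at room temperature | benchmarks = no-enzyme low control, uninhibited high control | medium = Bis-Tris pH 6.0, DTT, detergent | signal = fluorescence intensity of OMFP turnover product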
DNMT1 block – human DNMT1 methyltransferase inhibitors, primary screen, biochemical, molecular beacon, fluorescence, HinP1I cleavage, uHTS | inhibition (reported as % activation of signal), % at 10 µM | AID 588458, 2011 | DNA (cytosine-5)-methyltransferase 1 (Homo sapiens), P26358 | hit rate 0.83% among 360,000; in the data active = inhibition above about 50%
NadD block – inhibitors of S. aureus NadD, primary screen, biochemical, colorimetric, uHTS. hit rate 0.78% among 360,000. inhibition, % at 20 µM. Nicotinate-nucleotide adenylyltransferase NadD (Staphylococcus aureus N315). purified NadD enzyme, colorimetric absorbance read-out; in the data active = inhibition above about 26%; note: some compounds past the cut are filed as inactive
Neddylation inh – inhibitors of cullin neddylation, primary screen, biochemical, TR-FRET, uHTS, NAE and Ubc12; NEDD8-conjugating enzyme Ubc12 (Homo sapiens) + NEDD8-activating enzyme E1 regulatory …; calls only at 25 µM; hit rate 0.58% among 360,000; AID 651699, 2012; in the data active = inhibition above about 36%
Rpn11 block – Rpn11 (PSMD14) deubiquitinase inhibitors, primary screen, biochemical, fluorescence polarization, uHTS. calls only at 20 µM. human 26S proteasome, Ub4-pepOG fluorescence polarization; 20S core pre-blocked with epoxomicin. 26S proteasome non-ATPase regulatory subunit 14 (Homo sapiens), O00487. hit rate 0.59% among 360,000. AID 588493, 2011;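 active = inhibition at 20 µM, scaled to each plate's controls, above about 33%, limit read from the data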
Target sequence (O00487 whole entry, looked up): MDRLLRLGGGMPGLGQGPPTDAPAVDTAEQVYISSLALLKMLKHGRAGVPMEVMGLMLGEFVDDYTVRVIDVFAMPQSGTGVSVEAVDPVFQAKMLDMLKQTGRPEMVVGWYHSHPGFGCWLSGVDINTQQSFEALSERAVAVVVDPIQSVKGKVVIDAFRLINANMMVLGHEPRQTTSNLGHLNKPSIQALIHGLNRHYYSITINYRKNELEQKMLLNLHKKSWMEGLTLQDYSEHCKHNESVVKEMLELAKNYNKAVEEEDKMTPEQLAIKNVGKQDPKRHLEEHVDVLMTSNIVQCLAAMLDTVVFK
Rin1-Abl PPI inh – inhibitors of Rin1-Abl protein binding, primary screen, biochemical, TR-FRET | Tyrosine-protein kinase ABL1 (Homo sapiens) + Ras and Rab interactor 1 (Homo sapiens), … | inhibition, % at 7.35 µM | hit rate 0.4% among 360,000 | AID 588664, 2011; in the data active = inhibition above about 5%, passing the limit was not always enough
SUMO1 PPI mod – modulators of SUMO1 protein-protein interactions, primary screen, biochemical, uHTS; SUMO1 binding to a labelled peptide, TR-FRET, 1 h; inhibition, % at 20 µM; AID 602429, 2012; Small ubiquitin-related modifier 1 (Homo sapiens), P63165; hit rate 0.33% among 360,000; in the data active = inhibition above about 37%
Target sequence (P63165 whole entry, looked up): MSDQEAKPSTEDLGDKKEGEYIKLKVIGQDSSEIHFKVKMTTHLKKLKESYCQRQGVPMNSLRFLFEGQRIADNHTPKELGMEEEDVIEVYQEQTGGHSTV
STEP block – STEP phosphatase inhibitors, primary screen, biochemical, fluorescence intensity, uHTS; inhibition, % at 20 µM; recombinant STEP, OMFP fluorogenic substrate; AID 588621, 2011; hit rate 0.25% among 360,000; Tyrosine-protein phosphatase non-receptor type 5 (Homo sapiens), P54829;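 active = inhibition at 20 µM, scaled per plate between control wells, above about 37%, limit read from the data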;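 note: 0% = DMSO with enzyme and substrate and 100% = substrate only without enzyme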
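Material: STEP (striatal-enriched tyrosine phosphatase) enzyme, cell-free; Compound dosing: 20 µM single dose in 1% DMSO; Technique: fluorescence read at 480 nm ex / 540 nm em; Times: reaction 20 min, ambient temperature; Medium: 50 mM Bis-Tris pH 6.0 with 2.5 mM DTT and 0.005% Tween 20; Also added: OMFP at 25 µM.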
Scp1 inh – Scp-1 phosphatase inhibitors, primary screen, biochemical, colorimetric, uHTS. inhibition, % at 20 µM. hit rate 0.88% among 340,000. Recombinant Scp1, phosphopeptide, malachite green phosphate absorbance. Carboxy-terminal domain RNA polymerase II polypeptide A small phosphatase 1 (Homo …;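 active = inhibition above about 50% at 20 µM, limit read from the data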;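 note: plate controls were DMSO wells with enzyme for no effect and wells lacking enzyme for full effect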
Target sequence (Q9GZU7 76-261 limits assumed): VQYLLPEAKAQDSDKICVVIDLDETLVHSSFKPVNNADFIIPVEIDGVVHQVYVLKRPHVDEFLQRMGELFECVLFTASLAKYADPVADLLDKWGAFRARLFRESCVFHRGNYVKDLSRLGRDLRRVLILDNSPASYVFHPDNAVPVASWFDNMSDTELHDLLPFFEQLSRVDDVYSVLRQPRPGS
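Test system: SCP-1 phosphatase catalytic domain, residues 76-261 | Compound dosing: One concentration, 20 µM, with 1.0% DMSO | Schedule: 45 min room-temperature reaction, 5 min colour, 30 min stabiliser | Detection: Absorbance at 630 nm | Read-out basis: % inhibition of SCP-1 phosphate liberation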
CSN deneddyl inh – inhibitors of CSN-mediated cullin deneddylation, primary screen, biochemical, fluorescence polarization, uHTS | inhibition, % at 12.5 µM | AID 651999, 2013 | COP9 signalosome complex subunit 5 (Homo sapiens), Q92905 | Purified CSN, SCF-Nedd8-OG deneddylation | hit rate 0.38% among 360,000;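 active = pattern-corrected inhibition above about 35%, with an unprinted fluorescence ratio check between 0.5 and 1.5, limit read from the data, passing the limit was not always enough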;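 note: 0% = enzyme with substrate and 100% = substrate without enzyme; some results filed as inactive read as strong as hits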
Target sequence (Q92905 whole entry, looked up, one chain of several): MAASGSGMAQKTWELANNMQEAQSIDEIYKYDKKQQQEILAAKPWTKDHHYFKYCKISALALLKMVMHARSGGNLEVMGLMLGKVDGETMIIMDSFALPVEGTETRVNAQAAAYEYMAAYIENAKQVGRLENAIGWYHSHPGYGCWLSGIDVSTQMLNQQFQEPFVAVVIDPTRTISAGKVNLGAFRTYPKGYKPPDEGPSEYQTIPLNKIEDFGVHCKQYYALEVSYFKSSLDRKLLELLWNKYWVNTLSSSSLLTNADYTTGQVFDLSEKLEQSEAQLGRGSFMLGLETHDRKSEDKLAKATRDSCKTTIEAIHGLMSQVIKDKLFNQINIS
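test system = HEK293T-derived human Csn5 enzyme | amount = 0.24 nM Csn5 enzyme, final concentration | medium = Tris/NaCl/DTT buffer, pH 7.5 | schedule = 90 min reaction at room temperature | signal = FP | evaluation = inhibition of Csn5 cleavage, % | compound dosing = single dose of 12.5 µM compound with 0.25% DMSO | probe or stimulus = 10 nM SCFSkp2-Nedd8OG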
The depositor's hits bear a star; i = inactive; x = no result given.

SMILES	LMPTP block	DNMT1 block	NadD block	Neddylation inh	Rpn11 block	Rin1-Abl PPI inh	SUMO1 PPI mod	STEP block	Scp1 inh	CSN deneddyl inh
COC(=O)C1=NNC2(c3ccc(C)cc3)C(=O)N(c3ccc(C)cc3)C(=O)C12 (stereo not drawn)	-1.5	2	-6	i	i	0	-6	2	-4	-6
CCCOc1ccc(CC(CC(=O)O)(C(=O)O)C(=O)O)cc1	0.1	4	8	i	i	2	-1	1	-10	3
O=C(NCc1ccncc1)c1cccc(F)c1	-1.4	7	-2	i	i	-4	-2	0	-2	-5
Cc1ccc(C2=NN(CC(=O)NCCN(C)C)C(=O)CC2)cc1	-1.0	-2	-3	i	i	-3	0	1	-12	-4
NS(=O)(=O)c1ccc(S(=O)(=O)c2ccccc2)nc1	-0.9	0	-1	i	i	0	5	1	-5	1
CN(Cc1ccccc1)C(=O)c1ccc2c(c1)OCCO2	0.6	-1	-3	i	i	-1	1	-5	3	-5
O=C(O)/C=C/C(=O)NNC(=O)c1cccc(Br)c1	-0.9	7	-2	i	i	-1	0	0	-10	-4
O=C1CC(c2ccc(O)c(O)c2)Oc2c1ccc(O)c2O (stereo not drawn)	60*	43	13	i	x	49*	20	3	53*	61
Cc1n[nH]c(=S)n1/N=C/c1ccc(-c2ccc(Cl)cc2)o1	-0.9	3	-4	i	i	2	1	0	-14	8
CC(=O)c1ccc(N2CCN(C(=O)C(=O)c3c(C)[nH]c4ccccc34)CC2)cc1	1.8	-5	-3	i	i	-2	3	2	-14	1
O=C(CNC(=O)c1cccs1)NCCN1CCN(c2ccccc2F)CC1	0.2	-4	-6	i	i	-1	-1	-3	-5	0
COc1ccc(N2C(=O)c3cccc4cccc(c34)C2=O)nn1	-1.7	2	4	i	i	-5	-14	-2	-2	-5
O=C(CN(C(=O)CNS(=O)(=O)c1ccccc1)C1CCCC1)NCc1ccco1	-0.1	-2	-3	i	i	0	2	2	-7	-1
CC(=O)c1ccc(OCc2cc(C(=O)N3CCC(Oc4ccccc4C)CC3)no2)cc1	5.6	-1	-5	i	i	2	0	-2	-10	-2
COc1ccc(-c2cc(C(F)(F)F)c3c(=O)n(-c4ccccc4)[nH]c3n2)cc1	0.4	0	1	i	i	2	-13	-3	33	-2
Cc1ccc(C(=O)Nc2cccc(C(=O)NC3CCCCC3)c2)cc1	0.2	2	-2	i	i	2	2	0	-9	-3
CC(C1CCN(Cc2nc(C3CC3)no2)CC1)N1CCOCC1 (stereo not drawn)	-1.3	9	-2	i	i	2	1	-1	2	5
C=C(C)CN=c1scc(C)n1/N=C/c1ccco1	0.4	8	4	i	i	-1	-5	16	-2	-1
C/C(N)=C(/C#N)C(=O)COC(=O)Cc1coc2cc(C)ccc12	0.2	12	-6	i	i	3	-2	2	18	2
CC(C)CC(C(=O)O)N(Cc1ccccc1)Cc1ccccc1 (stereo not drawn)	-1.9	2	1	i	i	1	1	-2	-8	-7
Cn1c(SCCN2CCCC2)nnc1C1CCN(S(=O)(=O)c2ccc(F)cc2)CC1	-1.3	0	4	i	i	0	-3	0	-10	4
Cc1ccc2nc(SCC(=O)Nc3cccc(F)c3)nc(=O)n2c1	-0.4	1	-3	i	i	-2	-1	-3	-3	-1
COc1ccc(C(OC(=O)c2cccs2)C(=O)NCC2CCCO2)cc1 (stereo not drawn)	-0.9	4	-2	i	i	3	-1	-3	-2	3
O=C(O)c1cc(S(=O)(=O)N2CCCC2)ccc1Br	-0.9	1	-3	i	i	-3	-1	-9	2	-1
COc1ccc(/C=C/C(=O)NCC(=O)N/N=C/c2cccnc2)cc1	-0.1	0	0	i	i	-2	-6	1	1	-9
(further entries)
SMILES	LMPTP block	DNMT1 block	NadD block	Neddylation inh	Rpn11 block	Rin1-Abl PPI inh	SUMO1 PPI mod	STEP block	Scp1 inh	CSN deneddyl inh
c1ccc(-c2nn3c(-c4ccccc4)nnc3o2)cc1	-1.3	5	-2	i	i	5	0	3	x	-5
O=c1c2ccccc2oc2cc(-c3ccc4[nH]ccc4c3)ccc12	4.8	-28	11	i	i	1	-4	2	0	-6
O=C1c2ccccc2C(=O)N1C1CCCCC1	-0.1	-3	-4	i	i	1	-2	1	-6	-3
O=C(NCc1ccncc1)C1Cc2c(-c3ccc(Cl)cc3)ccnc2O1 (stereo not drawn)	-0.3	0	5	i	i	-2	4	2	x	3
Cc1ccc(OCc2cc(C(=O)NCC(C)(C)N3CCOCC3)no2)cc1C	-0.5	-1	-1	i	i	0	3	1	-2	1
O=C(c1ccc2ccccc2c1)N1CCN(c2ccccc2)CC1	1.1	-4	4	i	i	-2	-5	3	-10	0
CCCC(C)NC(=O)CN1C(=O)NC2(CCc3ccccc32)C1=O (stereo not drawn)	-0.8	2	1	i	i	1	-2	0	-6	-1
CCCCN(C(=O)COc1ccc(F)cc1)c1c(N)n(CC(C)C)c(=O)[nH]c1=O	-1.5	5	6	i	i	2	1	-2	x	2
COc1ccc(Nc2nc3ccccc3s2)cc1	2.4	-5	4	i	i	-5	3	1	-11	-1
NC(=O)C1(NC(=O)[C@@H]2CC3(CC(c4cccc(NC(=O)[C@@H]5CCC(=O)N5)c4)=NO3)CN2C(=O)Cc2ccc(C(F)(F)F)cc2)CC1 (stereo partly drawn)	-0.8	3	2	i	i	0	12	-2	-3	1
COc1ccc(/C=C(/NC(=O)c2ccccc2)C(=O)N2CCCC2)cc1	-0.6	1	-4	i	i	3	-5	-2	1	1
COc1cccc2cc(C(=O)Nc3ccccc3Cl)/c(=N/NS(=O)(=O)c3ccccc3)oc12	-1.5	3	16	i	i	4	6	-3	-2	-3
Cn1c(SCc2cccc(F)c2)nnc1-c1cnccn1	-2.1	0	-12	i	i	-1	-1	0	-9	5
Cc1ccc(Nc2nnc(SCC(=O)NC(Cc3c[nH]c4ccccc34)C(=O)O)s2)cc1 (stereo not drawn)	1.0	0	12	i	i	3	24	7	11	-1
CS(=O)(=O)c1ccc2nnn(OCC(=O)Nc3cccc(C#N)c3)c2c1	-0.1	31	-9	i	i	-2	-5	3	1	4
COc1ccc(CNC(=O)CC23CC4CC(CC(C4)C2)C3)cc1	0.3	4	-5	i	i	0	2	0	-4	1
COc1cccc(OCc2nnc(SCC(=O)OC3CCCCC3)n2C)c1	-1.5	1	-1	i	i	6	3	2	2	-8
Cc1ccccc1NC(=O)CSc1nnnn1C	0.8	1	-4	i	i	1	3	-2	-2	1
COc1ccc(CN2C3CCC2CC(NC(=O)c2cc(OC)c(OC)c(OC)c2)C3)cc1 (stereo not drawn)	-1.3	1	-5	i	i	0	-3	-3	-5	2
S=C(Nc1ccc(Cl)c(Cl)c1)N1CCOCC1	0.2	0	-7	i	i	3	1	0	-12	2
Cc1nc(Sc2nnnn2-c2ccccc2)c(C#N)c(C)c1C	0.8	-3	-2	i	i	3	5	-1	-10	4
Cc1cc(OC(=O)c2ccc(S(=O)(=O)N(C)C)cc2)c([N+](=O)[O-])c(=O)[nH]1	-1.6	3	0	i	i	-1	5	7	-2	-5
O=C(CCN1C(=O)C2CC=C(Cl)CC2C1=O)NCc1ccco1 (stereo not drawn)	0.4	3	1	i	i	0	2	0	3	-4
COc1cc(NC(=O)CCc2c(C)noc2C)c(C(=O)O)cc1OC	1.4	3	-5	i	i	-2	6	0	x	-4
Clc1ccc(CSc2ncccn2)cc1	-0.4	2	1	i	i	3	1	-5	-10	0
Next compounds follow:
SMILES	LMPTP block	DNMT1 block	NadD block	Neddylation inh	Rpn11 block	Rin1-Abl PPI inh	SUMO1 PPI mod	STEP block	Scp1 inh	CSN deneddyl inh
c1ccc(C(Cc2nc(-c3ccccn3)no2)c2ccccc2)cc1	-1.2	-4	1	i	i	-6	-4	-5	17	1
COc1ccc(/C=N/N2C(=O)c3ccccc3C2=O)cc1	-1.1	9	-1	i	i	-5	-6	-2	2	-3
COc1ccc(OS(=O)(=O)c2c(C)noc2C)cc1	-1.5	-2	-4	i	i	0	-2	-1	-13	5
COC(=O)c1ccc(S(=O)(=O)NCCSc2nnc3c4ccccc4n(C)c3n2)cc1	3.1	1	0	i	i	-13	-20	4	-8	0
C=CCNC(=O)N1c2ccccc2Sc2ccccc21	0.2	5	1	i	i	1	7	-3	1	-5
COc1ccccc1NC(=O)CS(=O)(=O)c1cn(CC(=O)N2CCOCC2)c2ccccc12	0.9	2	-3	i	i	0	8	2	-9	-1
CN(NC(=O)c1cccc(Cl)c1)c1nc(-c2ccccc2)nnc1C(F)(F)F	0.8	-5	-4	i	i	2	2	1	-10	0
COc1ccccc1-c1noc(-c2ccccc2C(=O)Nc2ccccc2)n1	-1.3	3	5	i	i	0	-2	-1	-5	5
CN(c1ccccc1N(C)S(=O)(=O)c1ccccc1)S(=O)(=O)c1ccccc1	-0.5	-3	-5	i	i	-5	4	-1	-15	-1
CCN1CCN(Cc2ccc(NC(=O)c3ccc(C)c(NC(=O)c4cncc(-c5cccs5)c4)c3)cc2C(F)(F)F)CC1	-1.6	-29	10	i	i	-1	-62	0	-12	-1

Five entries out of the list above, arranged by their value in LMPTP block, falling:
SMILES	LMPTP block	DNMT1 block	NadD block	Neddylation inh	Rpn11 block	Rin1-Abl PPI inh	SUMO1 PPI mod	STEP block	Scp1 inh	CSN deneddyl inh
COc1ccccc1NC(=O)CS(=O)(=O)c1cn(CC(=O)N2CCOCC2)c2ccccc12	0.9	2	-3	i	i	0	8	2	-9	-1
CN(NC(=O)c1cccc(Cl)c1)c1nc(-c2ccccc2)nnc1C(F)(F)F	0.8	-5	-4	i	i	2	2	1	-10	0
CN(c1ccccc1N(C)S(=O)(=O)c1ccccc1)S(=O)(=O)c1ccccc1	-0.5	-3	-5	i	i	-5	4	-1	-15	-1
COc1ccc(/C=N/N2C(=O)c3ccccc3C2=O)cc1	-1.1	9	-1	i	i	-5	-6	-2	2	-3
CCN1CCN(Cc2ccc(NC(=O)c3ccc(C)c(NC(=O)c4cncc(-c5cccs5)c4)c3)cc2C(F)(F)F)CC1	-1.6	-29	10	i	i	-1	-62	0	-12	-1
